HTT cytoprotect: protects HTT-Q103 PC12 cells, measured by ATP; PC12 HTT-Q103 induced, cytoprotection, ATP luminescence, 40 h; Potency, µM (top dose mostly 56.4 µM), inactives show cytoprotection (ATP increase), hits mostly activators; hit rate 0.14% among 230,000; AID 1471;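 further: % of control where 0% means no effect; nearly all actives have a fitted effect of over 45% in size; toxic huntingtin expression switched on by the ecdysone agonist tebufenozide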
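Compounds added alongside 100 nM tebufenozide, which induces toxic Q103 huntingtin exon 1-GFP in stable PC12 cells; surviving cells quantified by luminescent ATP measurement. Medium: phenol red-free DMEM, 5% equine and 5% calf serum.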
SMN2 splice enh: enhancers of SMN2 splice variant expression; HEK293 SMN2-luciferase splicing reporter, luminescence, 30-36 h; Potency, µM (highest dose often 46.1 µM), without a hit: top-dose activity change, positive = activation, hits mostly activators; hit rate 2.8% among 210,000; further: % of control where 0% means no effect; nearly all actives have a fitted effect of over 55% in size
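HEK293 cells carry an SMN2 […]–luciferase reporter in which exon 7 inclusion puts luciferase in frame. Cells were plated 10-12 h before compound addition, then incubated 30-36 h at 37C. ONE-Glo luminescence was read; sodium butyrate at 4.5 mM final served as control.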
Tau fluor counter: counter-screen for tau fibril formation inhibitors; tau K18 P301L Alexa594 fluorescence, heparin fibrillization; Potency, µM (top dose mostly 57.7 µM), for the others: at the top dose activity change, negative = decrease; hit rate 0.93% among 280,000; further: on the % scale 0 is the no-effect control and ±100 the full control effect; nearly all actives have a fitted effect of over 55% in size
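Human tau K18 P301L (15 uM unlabeled, 0.24 uM Alexa 594-labeled) in 100 mM sodium acetate pH 7 with 20 uM heparin, 6 hr at 37 C. ThT 30 uM added, 1 hr ambient; Alexa 594 FP and total fluorescence read at 555/632 nm.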
ALDH1A1 inh: inhibitors of human aldehyde dehydrogenase 1A1. Purified ALDH1A1, NADH fluorescence, propionaldehyde substrate. P00352. AID 1030. hit rate 7.3% among 220,000. Potency, µM (top dose mostly 75.3 µM), for the others: at the highest dose activity, negative = inhibition, hits mostly inhibitors; active means well fitted inhibition curve with a large enough effect, not every such curve was filed as active; inconclusive means small, poorly fitted or top-dose-only effect, or another doubt; inactive means no such curve, though single readings can be large or run the other way;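 further: plate controls were no enzyme wells and a reference inhibitor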
Target sequence (P00352 whole entry, looked up): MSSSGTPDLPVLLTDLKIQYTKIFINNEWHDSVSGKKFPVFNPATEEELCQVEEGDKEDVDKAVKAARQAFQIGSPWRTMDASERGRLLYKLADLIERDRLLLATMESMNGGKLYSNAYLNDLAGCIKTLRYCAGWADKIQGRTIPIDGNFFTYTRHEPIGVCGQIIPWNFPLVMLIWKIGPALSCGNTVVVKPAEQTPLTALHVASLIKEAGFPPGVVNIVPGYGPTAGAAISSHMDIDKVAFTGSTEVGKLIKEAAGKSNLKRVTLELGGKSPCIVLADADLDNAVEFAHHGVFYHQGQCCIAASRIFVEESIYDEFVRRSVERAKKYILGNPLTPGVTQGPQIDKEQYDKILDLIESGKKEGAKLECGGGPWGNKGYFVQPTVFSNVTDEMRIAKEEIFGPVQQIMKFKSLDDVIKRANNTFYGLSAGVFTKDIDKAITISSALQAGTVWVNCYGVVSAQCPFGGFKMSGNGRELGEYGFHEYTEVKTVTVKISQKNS
HTT aggregate: inhibitors of mutant huntingtin aggregate formation in PC12 cells. PC12 HttQ103-GFP aggregates, Acumen cytometry, 40 h. Potency, µM (doses to about 46.1 µM), for inactives: top-dose activity change, negative = inhibition, most hits filed as inhibitors. hit rate 1.1% among 220,000. AID 1688; further: on the % scale 0 is the no-effect control and ±100 the full control effect; nearly all actives have a fitted effect of over 60% in size
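Inducible Q103 Huntingtin exon 1–GFP PC12 line, 1500 cells/well in phenol red free DMEM with 5% equine and 5% calf serum. Tebufenozide 100 nM induced expression; compounds titrated; aggregates quantified by cytometry.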
JMJD2E inh: blocks human JMJD2E demethylase activity. AID 2147. Potency, µM (titrated, usually from 57.1 µM), for inactives: top-dose activity change, negative = inhibition, most hits filed as inhibitors. JMJD2E catalytic domain, FDH-coupled NADH fluorescence (FDH is formaldehyde dehydrogenase). hit rate 1.6% among 230,000. B2RXH2; active means well fitted inhibition curve with a large enough effect, not every such curve was filed as active; inconclusive means small, poorly fitted or top-dose-only effect, or another doubt; inactive means no such curve, though single readings can be large or run the other way;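 further: 0% = wells with enzyme and -100% = buffer wells without enzyme; nearly all actives have a fitted effect of over 50% in size; many of its hits are not listed in these tables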
Target sequence (B2RXH2 1-337 limits assumed): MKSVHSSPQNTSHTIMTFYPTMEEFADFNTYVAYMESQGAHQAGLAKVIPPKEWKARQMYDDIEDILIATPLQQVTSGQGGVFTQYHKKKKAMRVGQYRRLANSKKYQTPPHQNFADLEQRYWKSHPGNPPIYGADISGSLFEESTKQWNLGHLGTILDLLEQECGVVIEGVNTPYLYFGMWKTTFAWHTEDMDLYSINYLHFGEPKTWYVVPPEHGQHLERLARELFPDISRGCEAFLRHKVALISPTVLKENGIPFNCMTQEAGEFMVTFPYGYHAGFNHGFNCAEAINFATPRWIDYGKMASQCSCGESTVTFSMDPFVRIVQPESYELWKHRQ
Tau fibril FP: blocks human tau fibril formation measured by polarization | P10636 | K18 P301L tau heparin fibrillization, Alexa594 FP, 6 h | Potency, µM (top dose mostly 57.7 µM), for inactives: at the highest dose activity, negative = inhibition, actives largely listed as inhibitors | hit rate 0.39% among 280,000 | AID 1468; further: on the % scale 0 is the no-effect control and ±100 the full control effect; nearly all actives have a fitted effect of over 55% in size
Target sequence (P10636 561-689 P618L limits assumed): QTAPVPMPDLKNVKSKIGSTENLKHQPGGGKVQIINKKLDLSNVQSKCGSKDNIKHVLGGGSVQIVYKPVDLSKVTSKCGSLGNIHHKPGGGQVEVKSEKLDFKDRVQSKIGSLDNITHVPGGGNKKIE
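Human tau K18 […] P301L fragment, 15 uM unlabeled plus 0.24 uM Alexa 594-labeled tau (final), with compound and 20 uM heparin in 100 mM sodium acetate pH 7; 6 hr at 37 C, then Alexa 594 FP read.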
Tau ThT inhib: tau fibrillization inhibition (ThT binding) | hit rate 2.1% among 270,000 | recombinant tau K18 P301L (four-repeat tau fragment), heparin-induced fibrillization, ThT fluorescence | Potency, µM (titrated, usually from 57.4 µM), for inactives: top-dose activity, negative = inhibition, actives largely listed as inhibitors | P10636 | AID 1460; further: on the % scale 0 is the no-effect control and ±100 the full control effect; nearly all actives have a fitted effect of over 55% in size
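Aggregation was driven by heparin (20 uM final) acting on recombinant tau […] bearing P301L in 100 mM sodium acetate pH 7; fibrils were detected with Thioflavin T.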
Numbers without * were called inactive; u = inconclusive; x = no result given; [ ] = remark or other dose. Unless noted, the call rests on the fitted dose curve; in most records, active means well fitted curve in the direction sought with a large enough effect; inconclusive means small, poorly fitted or top-dose-only effect, or another doubt; inactive means no such curve, though single readings can be large; an effect the other way counts as inactive or inconclusive. Potency means the concentration at half of the fitted maximal effect. Not all compounds are listed; the hit share may differ from the screen's.

SMILES | HTT cytoprotect | SMN2 splice enh | Tau fluor counter | ALDH1A1 inh | HTT aggregate | JMJD2E inh | Tau fibril FP | Tau ThT inhib
Cc1ccc2oc(-c3cccc(NC(=S)NC(=O)/C=C/c4ccco4)c3)nc2c1 | -44%[inhibitor] | -29% | -19% | u | u | u | 7% | u
COc1cc(C(=O)Nc2cnc(NC(=O)C(C)C)cc2C)cc(OC)c1OC | -13%[10 µM] | -7% | -3% | 16% | 3% | 10% | -2% | -4%
COc1ccc(N2CCN(C(=O)CCc3ccc(S(=O)(=O)NC(C)(C)C)cc3)CC2)cc1 | -6%[10 µM] | x | -19% | x | -15%[9.22 µM] | 9% | 12% | u
O=C(COc1cccc(Br)c1)NN=C1c2ccccc2-c2ccccc21 | -8%[10 µM] | -2% | -15% | 0% | 3% | -9% | -6% | -15%
Cc1ccc(-c2cc(C(=O)N/N=C/c3c(C)nn(C)c3C)c3ccccc3n2)cc1C | -113%[inhibitor] | u | -29% | 0% | -6% | u | 10% | -9%
Fc1ccc(/C=N/n2cnn(Cc3ccccc3Cl)c2=S)cc1 | 41%[10 µM] | -5% | -27% | 20µM* | -3% | -18% | -14% | -6%
CC(C)[C@H](NC(=O)OCc1ccccc1)C(=O)OCC(=O)NC1CCCCC1 | 17%[10 µM] | 5% | -8% | -10% | -4% | 9% | 2% | -9%
COc1ccccc1-n1c(CNC(=O)c2ccco2)nnc1SCC(=O)Nc1cc(C)ccc1C | 0% | -37%[inhibitor] | -2% | 8% | 1% | 3% | -6% | -4%
Cc1ccc(N(Cc2ccc(C(=O)Nc3c(C)n(C)n(-c4ccccc4)c3=O)cc2)S(C)(=O)=O)cc1C | x | -20% | -9% | 10% | -1% | 9% | 0% | -6%
Cc1cc(NC(=O)c2ccccc2)c(Cl)cc1N | 17%[10 µM] | x | -2% | x | -27%[9.22 µM] | 0% | 10% | -7%
O=C(CSc1nnc2scc(-c3ccccc3)n12)Nc1nsc(-c2ccccc2)n1 | 14%[10 µM] | -66%[inhibitor] | -5% | u | u | -5% | -4% | -10%
COc1ccc(-c2noc(CSc3nc(C)cc(=O)[nH]3)n2)cc1OC | x | -3% | -13% | x | x | x | 6% | u
CCOC(=O)C1CN(S(=O)(=O)c2ccc(C)cc2)c2cc(S(=O)(=O)CC)ccc2O1 (stereo unspecified) | -25% | -4% | -7% | u | -9% | 3% | -1% | 7%
O=C1NC(c2ccccc2Cl)=N/C1=C/c1ccco1 | 4%[10 µM] | x | -17% | -5% | -15%[9.22 µM] | -13% | 1% | u
Cc1cc2nc(-c3ccc(OCc4ccc(F)cc4)cc3)cc(C(F)(F)F)n2n1 | x | -6% | -11% | x | x | x | -3% | -16%
COc1ccc(CC2S/C(=N/N=C/c3ccccc3O)NC2=O)cc1 (stereo unspecified) | -42%[10 µM] | x | -17% | x | -17%[9.22 µM] | 7% | -11% | x
CCOc1cc(/C=N/NC(=O)c2cc(C)[nH]n2)ccc1OC(=O)c1ccc([N+](=O)[O-])cc1 | -7% | -13% | u | u | -5% | -5% | -3% | u
COC(=O)CC1C(=O)NCCN1C(=O)c1ccccc1 (stereo unspecified) | 16% | 28% | 6% | 9% | -3% | -4% | -1% | 6%
COC(=O)c1cc(NC(=O)c2ccc([N+](=O)[O-])cc2)c(=O)oc1C | 16% | -1% | -22% | u | 2% | u | -4% | u
COC(=O)[C@@]1(Cc2ccc(OC)cc2)[C@H]2c3cc(C(=O)N(C)C)n(Cc4ccccc4)c3C[C@H]2CN1C(=O)c1ccccc1 | u | -26% | -20% | -1% | x | -4% | -10% | u
Cn1cccc1-c1nc2ccccc2n1C | -3% | 3% | -10% | u | -8% | u | -2% | -8%
Cc1cc(C)nc(N(C#N)CC(=O)c2ccccc2)n1 | -13% | x | -27% | 28µM* | u | 3% | -5% | u
CC(=O)NC(=O)COC(=O)/C=C/c1c(C)nn(Cc2c(Cl)cccc2Cl)c1Cl | 27% | -11% | 12% | -3% | 10% | -2% | 14% | 10%
C=CCc1c(OC)ccc2ccc(=O)oc12 | 15% | -9% | -2% | u | -4% | u | 0% | -9%
COC(=O)c1ccc(N2CCN(C(C)=O)CC2)c(NC(=O)c2cccnc2)c1 | 13%[10 µM] | x | 13% | u | -5%[9.22 µM] | -2% | 12% | 8%

An excerpt from above in order of their number in HTT aggregate, rising:
mol | SMN2 splice enh | ALDH1A1 inh | HTT aggregate | JMJD2E inh | Tau fibril FP | Tau ThT inhib
Cn1cccc1-c1nc2ccccc2n1C | 3% | u | -8% | u | -2% | -8%
Cc1ccc(-c2cc(C(=O)N/N=C/c3c(C)nn(C)c3C)c3ccccc3n2)cc1C | u | 0% | -6% | u | 10% | -9%
C=CCc1c(OC)ccc2ccc(=O)oc12 | -9% | u | -4% | u | 0% | -9%
COC(=O)CC1C(=O)NCCN1C(=O)c1ccccc1 (stereo unspecified) | 28% | 9% | -3% | -4% | -1% | 6%
COc1ccccc1-n1c(CNC(=O)c2ccco2)nnc1SCC(=O)Nc1cc(C)ccc1C | -37%[inhibitor] | 8% | 1% | 3% | -6% | -4%

An excerpt of these results, field by field.
smiles: Cn1cccc1-c1nc2ccccc2n1C
- HTT cytoprotect = -3%
- SMN2 splice enh = 3%
- Tau fluor counter = -10%
- ALDH1A1 inh = u
- HTT aggregate = -8%
- JMJD2E inh = u
- Tau fibril FP = -2%
- Tau ThT inhib = -8%

smiles: Cc1ccc(-c2cc(C(=O)N/N=C/c3c(C)nn(C)c3C)c3ccccc3n2)cc1C
- HTT cytoprotect = -113%[inhibitor]
- SMN2 splice enh = u
- Tau fluor counter = -29%
- ALDH1A1 inh = 0%
- HTT aggregate = -6%
- JMJD2E inh = u
- Tau fibril FP = 10%
- Tau ThT inhib = -9%

Taken from above for reference:
SMILES | HTT cytoprotect | SMN2 splice enh | Tau fluor counter | ALDH1A1 inh | HTT aggregate | JMJD2E inh | Tau fibril FP | Tau ThT inhib
Cc1ccc2oc(-c3cccc(NC(=S)NC(=O)/C=C/c4ccco4)c3)nc2c1 | -44%[inhibitor] | -29% | -19% | u | u | u | 7% | u
COc1cc(C(=O)Nc2cnc(NC(=O)C(C)C)cc2C)cc(OC)c1OC | -13%[10 µM] | -7% | -3% | 16% | 3% | 10% | -2% | -4%
COc1ccc(N2CCN(C(=O)CCc3ccc(S(=O)(=O)NC(C)(C)C)cc3)CC2)cc1 | -6%[10 µM] | x | -19% | x | -15%[9.22 µM] | 9% | 12% | u

Returning to the listing, repeating the 2 entries before the break.
SMILES | HTT cytoprotect | SMN2 splice enh | Tau fluor counter | ALDH1A1 inh | HTT aggregate | JMJD2E inh | Tau fibril FP | Tau ThT inhib
C=CCc1c(OC)ccc2ccc(=O)oc12 | 15% | -9% | -2% | u | -4% | u | 0% | -9%
COC(=O)c1ccc(N2CCN(C(C)=O)CC2)c(NC(=O)c2cccnc2)c1 | 13%[10 µM] | x | 13% | u | -5%[9.22 µM] | -2% | 12% | 8%
Clc1ccc(COn2nnc3ccccc32)c(Cl)c1 | -24%[0.074 µM] | u | -8% | -8% | -5% | -1% | 3% | -10%
COC(=O)c1cc2c(N)c(C(=O)c3ccccc3)sc2nc1C(OC)OC | 12%[10 µM] | x | u | x | 10%[9.22 µM] | -4% | 3% | u
O=C(CN1CCCC1)Nc1c2c(nc3ccccc13)N(Cc1ccccc1)CC2 | -14% | u | -18% | u | 5% | u | 0% | -22%
Cn1c(=O)c2c(nc(CN3CCN(C(=O)c4ccco4)CC3)n2CCc2ccccc2)n(C)c1=O | -11% | -15% | -10% | 13µM* | 9% | 0% | -9% | -19%
C=CCn1c(SCC(=O)c2c(N)n(C)c(=O)n(C)c2=O)nnc1-c1ccccc1F | 9% | -22% | -10% | 2% | -1% | 3% | -5% | -11%
CN(CCCCCCCCC(=O)/C=N/O)Cc1ccccc1 | -9% | -4% | -11% | -5% | -3% | 1% | 8% | -12%
C(=N\c1nc2ccccc2n1CCN1CCOCC1)/c1cccs1 | 7% | -4% | -4% | 13% | -2% | 6% | 3% | -7%
CC(=O)c1cnn(-c2ccc(Cl)c(Cl)c2Cl)c1C | 7%[10 µM] | x | -13% | x | -3%[9.22 µM] | 5% | 1% | -10%
COC(=O)CSc1nc2c(c(-c3ccco3)c1C#N)CCCC2 | -12%[0.074 µM] | -2% | -22% | 13µM* | u | u | -2% | u
CCn1c(Cc2ccccc2)nnc1SCC(=O)Nc1ccc(N)cc1 | 2% | 13% | -19% | u | u | 0% | 2% | u
Cn1nnc(NCc2cc(Br)ccc2OCc2ccccc2F)n1 | -49%[inhibitor] | -12% | u | 1% | 27% | -13% | -4% | 1%
CC1=CC=CN2C1=NC(=O)CC2(C)C(=O)N(CC(=O)NC1CCCC1)c1ccccc1C (stereo unspecified) | -30%[inhibitor] | 11% | -1% | u | 1% | u | 10% | -2%
CCN(CC)S(=O)(=O)c1cccc(-c2n[nH]c(=S)n2/N=C/c2ccc(C(=O)OC)cc2)c1 | 11%[10 µM] | u | -20% | 22µM* | 5% | u | 9% | u
COc1cc2ccccc2cc1C(=O)Nc1ccccc1N1CCN(S(C)(=O)=O)CC1 | -27% | -7% | u | u | 5% | u | -11% | -2%
Cc1ccccc1NC(=O)c1nn(-c2ccc(F)c(F)c2)ccc1=O | 14% | 12% | -1% | 1% | 2% | 3% | -4% | 1%
CCc1ccc(-c2nc(CSCC(=O)NCc3ccco3)c(C)o2)cc1 | -15% | -85%[inhibitor] | -14% | u | 8% | -22% | -6% | u
CC(=O)Nc1ccc(S(=O)(=O)N2CCSCC2)cc1 | 2% | 3% | -9% | 8% | -8% | 2% | 1% | -7%
CN1C(=O)S/C(=C/c2cccnc2)C1=O | 5%[10 µM] | 3% | -7% | 5% | -9% | 8% | -10% | -14%
Cc1cccc(C(=O)NN(C)c2nc(-c3ccccc3)nnc2C(F)(F)F)c1 | -9% | -18% | -6% | 8% | -9% | 7% | -14% | 8%

From PubChem BioAssay
